Compound activity (PubChem)
Anthrax LF prot – blocks Bacillus anthracis lethal factor protease. P15917. multiplex microsphere protease cleavage assay, LF. inhibition, % at 10 µM. hit rate 0.12% among 360,000; further: plate controls were buffer without enzyme for full effect and enzyme alone for no effect
BoNT-A LC inh2 – blocks Botulinum neurotoxin A light chain protease | multiplex microsphere protease substrate cleavage, flow cytometry | inhibition, % at 10 µM | AID 588499 | hit rate 0.17% among 360,000; further: plate controls were buffer without enzyme for full effect and enzyme alone for no effect
CCHF vOTU inh – CCHFV vOTU protease inhibition. Pep-AMC fluorescence. inhibition, % at 11.5 µM. hit rate 0.55% among 370,000; in the data active means inhibition above about 30%; further: 0% = vehicle wells with enzyme and 100% = no enzyme wells
Rv3671c protease – inhibits the M. tuberculosis serine protease Rv3671c; inhibition, % at 5.96 µM; P9WHR9; hit rate 0.048% among 320,000; AID 2606; in the data active means inhibition above about 38%;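 further: extracellular domain of Rv3671c used as enzyme; 0% = enzyme with DMSO and 100% = no enzyme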
Target sequence (P9WHR9 whole entry, looked up, the tested form may be a part): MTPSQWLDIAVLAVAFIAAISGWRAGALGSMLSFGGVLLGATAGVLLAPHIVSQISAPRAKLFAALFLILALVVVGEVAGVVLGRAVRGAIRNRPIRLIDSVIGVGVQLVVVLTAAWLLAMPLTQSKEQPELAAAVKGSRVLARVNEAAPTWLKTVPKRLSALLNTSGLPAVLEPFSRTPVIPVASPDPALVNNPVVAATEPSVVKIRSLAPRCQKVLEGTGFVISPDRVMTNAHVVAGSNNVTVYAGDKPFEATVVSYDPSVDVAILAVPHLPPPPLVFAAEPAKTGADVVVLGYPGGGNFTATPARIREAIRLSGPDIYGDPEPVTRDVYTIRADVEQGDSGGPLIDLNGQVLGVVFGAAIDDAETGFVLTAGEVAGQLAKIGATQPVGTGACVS
PrPC surface inh – inhibitors of human cell surface prion protein PrPC; TR-FRET read-out; inhibition, % at 13.8 µM; hit rate 0.43% among 370,000; in the data active means inhibition above about 24%; further: 0% = median of the test wells and 100% = reference compound wells
SARS 3CLpro inh – SARS-CoV 3CLpro protease inhibition; recombinant SARS-CoV 3CLpro, quenched FRET peptide cleavage; inhibition, % at 6 µM; hit rate 0.14% among 290,000; in the data active means inhibition above about 12%
PriA SSB inh – blocks PriA binding to SSB C-terminal tail | AlphaScreen SSBct-PriA binding, biotinylated peptide | inhibition, % at 33 µM | hit rate 0.6% among 430,000 | AID 1272365; in the data active means inhibition mostly above about 37%, no sharp cut-off; inactive means mostly below about 20%;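 further: plate controls were negative control peptide for no effect and reference peptide for full effect; strong numbers were not always called active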
DUSP3 inh – inhibitors of human VHR1 phosphatase (DUSP3); P51452; recombinant VHR phosphatase, pNPP absorbance; inhibition, % at 13.3 µM; hit rate 0.52% among 290,000; in the data active means inhibition above about 50%; further: some compounds called inactive have numbers as strong as hits
Target sequence (P51452 whole entry, looked up): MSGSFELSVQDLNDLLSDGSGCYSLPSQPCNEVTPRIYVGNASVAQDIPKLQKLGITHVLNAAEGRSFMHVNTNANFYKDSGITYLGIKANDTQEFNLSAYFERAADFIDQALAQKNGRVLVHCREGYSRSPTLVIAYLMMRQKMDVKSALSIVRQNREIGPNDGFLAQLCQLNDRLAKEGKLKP
MazEF act – activators of E. coli MazEF toxin-antitoxin RNase | hit rate 0.32% among 350,000 | P0AE70 | FAM/BHQ RNA-DNA oligo cleavage fluorescence, 5 h | activation, % at 20 µM; in the data active means activation above about 50%
Target sequence (P0AE70 whole entry, looked up): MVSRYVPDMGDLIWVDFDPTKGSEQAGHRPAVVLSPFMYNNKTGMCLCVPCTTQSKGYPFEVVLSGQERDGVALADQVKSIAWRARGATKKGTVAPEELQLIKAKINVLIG
BoNT F protease – blocks Botulinum neurotoxin F light chain protease; Multiplex microsphere protease cleavage assay, flow cytometry; inhibition, % at 10 µM; hit rate 0.22% among 360,000; in the data active means inhibition above about 35%, passing the limit was not always enough; inconclusive means no clear call, values can overlap the other calls; further: plate controls were buffer without enzyme for full effect and enzyme alone for no effect
Starred values were filed as active, the others as inactive; ? = inconclusive; / = not tested or not shown; & = joins results of further samples. Unless noted, no stated cut-off is given here; in the data, active means inhibition above about 30%; inconclusive means no clear call, values can overlap the other calls; inactive means below that.

SMILES | Anthrax LF prot | BoNT-A LC inh2 | CCHF vOTU inh | Rv3671c protease | PrPC surface inh | SARS 3CLpro inh | PriA SSB inh | DUSP3 inh | MazEF act | BoNT F protease
CCCn1c(=O)c2ccccc2n2c(SCc3cc(=O)oc4ccc5ccccc5c34)nnc12 | 5.0 | 6.1 | -10.8 | -21.3 | 6.2 | 1.8 | -16.5 | 7.8 | 4.9 | 7.7
CSc1ccc(CN(C)C(=O)COc2ccc(C(=O)c3ccccc3)cc2)cc1 | 13.5 | 2.3 | 14.4 | -8.4 | 9.0 | 1.6 | -6.2 | 18.5 | -4.5 | 28.5
O=C(/C=C/Sc1ccccc1)c1ccc(Cl)cc1 | -0.3 | 0.2 | 2.9 | -12.7 | 5.6 | 3.7 | 0.6 | 18.6 | 3.3 | -5.3
COc1ccc(C(=O)N(C)[C@H]2C[C@H]3c4[nH]c5ccccc5c4CCN3C[C@H]2[C@H](C)O)cc1 | 0.8 | 9.0 | -3.4 | / | -11.7 | / | / | / | / | -18.5
CSc1ncc(Cl)c(C(=O)Nc2cccc3ccccc23)n1 | 0.5 | 0.0 | 2.9 | -3.3 | -3.4 | 6.2 | -12.9 | 4.7 | -15.3 | -2.3
COc1ccc(CN2C(=O)N(c3ccc(OC)cc3)C(=O)C2CC(=O)Nc2ccccc2)cc1 (centres undefined) | -3.2 | 0.1 | -7.0 | -2.3 | -7.0 | 3.9 | 1.9 | 23.8 | 7.5 | -5.2
CC(C)c1nc2oc3c(NCCO)ncnc3c2c2c1COC(C)(C)C2 | 14.6 | -0.8 | -12.2 | 10.2 | -5.7 | 1.5 | -8.9 | 26.3 | 7.9 | ?
Cc1cccc(C)c1NC(=O)CNC(=O)c1ccc(N2CCCC2=O)cc1 | 1.3 | 0.1 | 8.1 | -3.7 | -4.0 | / | -8.5 | / | 7.9 | -3.0
CC(=O)c1c(C)n([O-])c2cc(C)ccc2[n+]1=O | -0.5 | -1.5 | 5.4 | -12.1 | -28.8 | 3.5 | -5.3 | 5.5 | 7.0 | 4.0
CC1CCN(S(=O)(=O)c2ccc(C(=O)N3CCCC(C(F)(F)F)C3)cc2)CC1 (centres undefined) | -2.3 | 0.4 | 6.8 | 6.8 | 8.4 | / | -5.5 | / | -2.4 | 7.3
CC(=O)Nc1ccc2c(c1)C(=Nc1ccc(C)cc1)c1ccccc1-2 | -7.2 | 0.0 | -1.5 | / | 3.2 | / | -7.8 | / | 14.0 | 1.2
CCNC(=S)N(CCc1c(C)[nH]c2ccccc12)Cc1cccnc1 | -3.0 | -1.3 | -5.6 | 3.6 | 7.6 | 0.3 | -14.8 | -6.2 | 11.0 | -41.0
CCOc1ccc(-n2c(SCC(=O)NC(C)CC)nc3n[nH]c(C)c3c2=N)cc1 (centres undefined) | -1.7 | -1.5 | / | 6.8 | / | -4.1 | -12.0 | -2.4 | -4.9 | -10.2
O=C(CN1CCN(C(=O)c2ccco2)CC1)Nc1cccc(S(=O)(=O)N2CCCC2)c1 | -3.8 | 0.0 | 2.0 | -2.5 | -5.5 | / | -6.3 | / | 3.4 | -9.5
O=C(NS(=O)(=O)Oc1ccc(Cl)cc1)OC[C@@H]1CCCN2CCCC[C@H]12 | -1.3 | -0.3 | -7.7 | 0.5 | 5.7 | -4.6 | -4.1 | -1.7 | -3.7 | -1.4
COCCCNC(=O)c1ccc(C(=O)NCCCOC)cc1 | 2.0 | 0.1 | -17.4 | 2.0 | -3.0 | -1.3 | -9.5 | 11.9 | 0.7 | -2.2
COc1ccc(C2(C)CC(C)(C)Nc3ccccc32)cc1 (centres undefined) | -1.1 | 2.2 | -7.9 | 4.8 | 4.2 | 0.9 | 28.1 | 26.0 | -23.2 | 11.3
COc1ccccc1Cc1c(-c2ccc(C#N)cc2)nc2ccc(Br)cn12 | 1.2 | 10.4 | 5.3 | / | 15.7 | / | / | / | / | -16.1
O=C(NNC(=O)c1cccs1)c1ccc(Br)o1 | 0.8 | -0.9 | 7.4 | -7.2 | 0.6 | 3.7 | -4.1 | -14.0 | 1.2 | -3.3
Cc1cc(C)c(NC(=O)CN2C(=O)NC3(CCCCC3)C2=O)c(C)c1 | -0.4 | 0.7 | -3.8 | 3.7 | -2.6 | -7.3 | -11.1 | -10.1 | 8.3 | 0.4
O=C(COc1ccc(Cl)cc1Cl)Nc1nc2n(n1)C(c1ccccc1)CC(=O)N2 (centres undefined) | 0.3 | 0.9 | 4.4 | 5.5 | -2.9 | 1.8 | -9.7 | 25.8 | -5.8 | -5.8
O=C(c1ccc2nc(Cc3cccc(Cl)c3)oc2c1)N1CCOCC1 | -2.2 | -1.0 | -2.3 | -1.7 | 4.5 | -1.8 | -5.1 | 18.8 | 5.4 | 2.8
O=S(=O)(c1ccccc1)N1c2cc(Cl)ccc2Oc2nc3ccccc3nc21 | -3.7 | 0.5 | 9.7 | -11.8 | -6.3 | -4.8 | 27.2 | -4.4 | -0.3 | -13.8
Cc1ccc(-n2c(C)cc(-c3csc(N)n3)c2C)cc1 | -7.3 | 17.3 | -0.9 | 2.6 | 3.8 | -3.5 | 10.4 | -0.5 | 18.0 | -53.7
Brc1ccc2ncnc(NCc3ccccc3)c2c1 | -0.5 | 0.6 | 8.7 | 2.8 | 47.6* | 0.8 | -27.1 | -19.1 | 2.8 | 7.5
O=C(NCC1CC1)c1ccc2nc([C@@H]3O[C@H](CO)[C@H](O)[C@H](O)[C@H]3O)[nH]c2c1 | -1.3 | 0.0 | -2.8 | / | -3.9 | / | / | / | / | -3.5
Cc1ccc(S(=O)(=O)N(CC(=O)Nc2cccnc2)c2ccc(Br)cc2)cc1 | -4.1 | -2.7 | 13.1 | -4.1 | 9.4 | 4.8 | 2.5 | -1.5 | 1.7 | 0.6
CC(=O)Cc1nsc(NC(=O)c2ccc(-c3cc(Cl)ccc3Cl)o2)n1 | -1.7 | -1.4 | 0.5 | -50.7 | 2.9 | 0.6 | 0.0&-1.8 | 19.7 | -6.4 | -5.9
COc1ccc(C2N3CC4(C)CN2CC(C)(C3)C4O)cc1OC (centres undefined) | -5.0 | 0.5 | 6.0 | 3.5 | 0.7 | 3.1 | -5.9 | -4.8 | -0.4 | ?
CSCCC(NC(=O)COc1ccccc1)C(=O)N1CC(C)CC(C)C1 (centres undefined) | 0.3 | -0.8 | 12.1 | 1.9 | 3.7 | / | -8.1 | / | 4.2 | -13.4
CC(C)COP(=O)(c1ccc(N(C)C)cc1)C(O)c1ccc(N(C)C)cc1 (centres undefined) | -11.2 | -1.6 | 8.2 | -4.1 | -5.4 | -4.3 | 21.0 | 1.6 | 2.2 | 15.7
Cc1ccc(CN2CC(C(=O)Nc3nnc(SCc4c(Cl)cccc4Cl)s3)CC2=O)cc1 (centres undefined) | -0.3 | -0.3 | 13.6 | -23.0 | -0.2 | 0.7 | 2.8 | 21.9 | 2.8 | -1.8
CCOc1ccc(CCNC(=O)c2cc(-c3ccccc3)c(N3CCOCC3)s2)cc1 | -7.1 | -0.9 | 0.6 | -4.2 | 2.1 | / | -8.3 | / | -3.1 | -3.2
CCCNC(=O)C(Cc1ccccc1C)NC(=O)c1ccc(C#N)cc1 (centres undefined) | -8.2 | -1.2 | -5.1 | 3.6 | 1.8 | / | -2.1 | / | 3.6 | -5.4
CC(C)C(=O)Nc1ccc(C(=O)NNC(=S)NC(=O)c2cccs2)cc1 | 2.1 | -0.7 | -11.2 | 4.3 | -5.8 | -4.2 | 1.5 | -4.7 | -4.5 | -5.5
COC(=O)c1cn(NC(=O)C2CCC(C)CC2)c(=O)c2ccccc12 (centres undefined) | 12.9 | -0.2 | -9.9 | -4.2 | 4.6 | -4.5 | 18.4 | 26.9 | 10.6 | -0.7
O=C1CCNCCN1[C@H](CO)Cc1ccccc1 | -5.0 | -0.4 | 13.8 | 4.2 | 0.3 | -4.0 | -2.6 | 8.9 | 6.0 | -0.1
Cc1cccc(C(=O)NCC(=O)OCC(=O)N(C)CC(=O)Nc2ccc(F)cc2)c1 | / | / | -5.3 | 3.8 | 4.5 | / | 3.3 | / | 4.5 | /
CC(=O)Oc1c(C(C)C)cc(N(C(C)=O)c2ccccc2)cc1C(C)C | -7.2 | 0.1 | 17.7 | -3.6 | 36.2* | / | -1.9 | / | 4.8 | -5.3
Cc1cccc(NC(=O)C2CCN(S(=O)(=O)c3cccc4nsnc34)CC2)n1 | 2.4 | 1.2 | 2.5 | -1.4 | -30.8 | -3.6 | -4.5 | 26.9 | 11.9 | 9.8

One compound at a time (already shown):
`O=C(COc1ccc(Cl)cc1Cl)Nc1nc2n(n1)C(c1ccccc1)CC(=O)N2` (centres undefined) is listed as Anthrax LF prot: 0.3; BoNT-A LC inh2: 0.9; CCHF vOTU inh: 4.4; Rv3671c protease: 5.5; PrPC surface inh: -2.9; SARS 3CLpro inh: 1.8; PriA SSB inh: -9.7; DUSP3 inh: 25.8; MazEF act: -5.8; BoNT F protease: -5.8
`CC(C)C(=O)Nc1ccc(C(=O)NNC(=S)NC(=O)c2cccs2)cc1` is listed as Anthrax LF prot: 2.1; BoNT-A LC inh2: -0.7; CCHF vOTU inh: -11.2; Rv3671c protease: 4.3; PrPC surface inh: -5.8; SARS 3CLpro inh: -4.2; PriA SSB inh: 1.5; DUSP3 inh: -4.7; MazEF act: -4.5; BoNT F protease: -5.5

(cont.)
SMILES | Anthrax LF prot | BoNT-A LC inh2 | CCHF vOTU inh | Rv3671c protease | PrPC surface inh | SARS 3CLpro inh | PriA SSB inh | DUSP3 inh | MazEF act | BoNT F protease
COc1cc(C(=O)OCC(C)=O)ccc1OCc1c(C)noc1C | -2.6 | -0.5 | -20.2 | / | 0.8 | 2.0 | -6.9 | 18.4 | -5.4 | 2.0
O=C(CN1CCN(CC(=O)Nc2ccccc2Cl)CC1)Nc1ccc2c(c1)OCCO2 | 1.9 | 0.3 | -4.7 | 3.9 | -4.9 | 2.2 | -2.2 | 1.3 | -0.6 | -2.7
CCN(C(=O)COC(=O)CNS(=O)(=O)c1ccc(SC)c([N+](=O)[O-])c1)C1CCCCC1 | ? | -4.9 | 0.6 | -3.1 | -18.6 | / | 11.1 | / | -3.3 | ?
COC(=O)c1ccc(NC(=O)CCCN2C(=O)NC(C)(C)C2=O)cc1 | 1.1 | -0.8 | 5.6 | / | 5.7 | / | -7.8 | / | -1.7 | ?
CCCNC(=O)[C@H](C)NC(=O)c1ccc(Br)cc1 | -0.5 | -0.3 | 11.1 | -8.6 | -0.8 | 2.8 | -3.9 | 13.9 | -1.2 | 0.5
Oc1[nH]c2ccccc2c1N=Nc1ncnc2c1oc1ccccc12 | / | / | -7.2 | 3.4 | 5.3 | -3.7 | / | 2.6 | / | /
Cc1cc(C)cc(NC(=O)c2cc(C)n(Cc3cccs3)c2C)c1 | -8.3 | ? | 7.0 | -6.8 | 2.1 | 0.9 | -7.3 | 31.5 | 8.0 | ?
CCC1(CC)SCCNC1=O | -1.7 | -0.3 | 7.5 | / | 0.9 | / | -6.7 | / | 1.7 | -2.6
CCc1nc2sc(C(C)=O)c(N)c2c2c1CCCC2 | -1.7 | 0.4 | -10.6 | -10.9 | -22.9 | 4.6 | -27.5 | 17.2 | 6.0 | -7.5
CC(=O)c1ccc(OCCOc2ccc(Cl)c3cccnc23)cc1 | -7.1 | 0.0 | -15.9 | -10.1 | -7.3 | 1.4 | -20.8 | 13.0 | 5.8 | 6.8
CCOC(=O)c1ccc(COC(=O)CNC(=O)CNC(=O)Cc2ccccc2)cc1 | -1.1 | -1.1 | -2.1 | -1.5 | 3.5 | -0.1 | -8.6 | 12.5 | -4.1 | -2.0
Cc1ccc(-n2ncc3c(=O)n(-c4ccc(C)c(C)c4)c(-c4ccco4)nc32)cc1 | -13.0 | -0.7 | -3.5 | -7.9 | -2.3 | -1.8 | -13.6 | 6.3 | -5.4 | -16.2
CN(C)S(=O)(=O)c1cccc(NC(=O)CN2C(=O)NC3(CCc4ccccc4C3)C2=O)c1 (centres undefined) | -8.7 | -0.1 | -2.4 | -2.1 | 3.9 | 4.4 | -0.8 | 21.1 | 5.0 | 5.9
Cc1ccc(C)c(OCc2cc(C(=O)N(C)Cc3ccccn3)no2)c1 | -0.8 | -0.6 | 10.6 | -0.2 | 3.0 | -3.2 | -3.4 | 34.8 | 4.4 | -2.9

This is a subset, so the mix of outcomes need not match the whole.
